# Bioassay records: PubChem BioAssay, several laboratories
# MT stabilize HCS: stabilizes microtubules in HeLa cells. HeLa tubulin immunostaining HCS, 24 h; share of cells brighter than vehicle mean+2SD. % tubulin-high responders, % at 10 µM. actives 0.83% (n = 200,000). AID 2205;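 active = plate Z-score above 3 for both tubulin-high and condensed-nucleus cell shares, with cell loss under 80%, at 10 µM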;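 note: anti alpha tubulin signal scored within the nucleus-defined area of each cell; some results filed as inactive read as strong as hits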
# T cell HTS: modulates CD8 T cell binding to vesicles; 2C CD8+ T cell-vesicle binding, flow cytometry; active compounds read low; calls only at 7 µM; actives 0.068% (n = 330,000);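 active = response, share of CD8 T cells binding vesicles, and their 90th percentile fluorescence all below set limits, cut at about 80% in these data, passing the limit was not always enough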
#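 System: murine 2C transgenic CD8+ T lymphocytes; also added: QL9-loaded Drosophila micro-vesicles; times: binding 1.5 h at 37 °C; measured by: flow cytometry, PE anti-B7-1 (FL2) versus Alexa647 anti-CD8 (FL8), PFA-fixed; control set: Peptide-free naked vesicles (low) and QL9 vesicles with 0.7% DMSO vehicle (high)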
# Ins promoter up: MIN6 insulin promoter up-regulation; MIN6 insulin promoter-GFP reporter, high-content imaging; active compounds read high; z-score at 5 µM; actives 0.3% (n = 190,000); AID 1625;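 active = z-score above 3 at 5 µM with at least 500 cells counted in the well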
# PMI inhibitors: MPI enzyme activity inhibition – biochemical, fluorescence intensity, coupled assay, primary screen (AID 1209); purified PMI enzyme, coupled fluorescence intensity; higher % means a stronger effect; inhibition, % at 20 µM, or IC50 in µM where a hit was titrated; actives 0.42% (n = 190,000); in the data active = inhibition above about 50%;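 note: plate controls were DMSO vehicle for no effect and wells lacking substrate for full effect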
# Hep lipid drop: modulators of hepatic lipid droplet formation | actives 0.4% (n = 240,000) | inhibition, % at 6.5 µM | AID 1656 | AML12 mouse hepatocytes, oleate lipid droplets, BODIPY imaging;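 active = lipid droplet intensity inhibited by at least 50%, with more than 500 cells counted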
#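 Material: mouse AML12 hepatocyte cell line, fixed after treatment; Timing: compound with oleate, overnight; Technique: high-content imaging of BODIPY-stained droplets and DAPI nuclei; Probe or stimulus: oleate, 100 µM final; Dosing: compound at 6.5 µM only.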
# bCat nuc transl: alters nuclear translocation of beta-catenin in HeLa cells; nuclear translocation activity, % at 5 µM; immunofluorescence imaging; AID 1665; actives 0.3% (n = 190,000);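 active = nuclear translocation activity above 50% at 5 µM, with a well cell count of 50 or more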;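 note: per-cell ratio of nuclear to cytoplasmic median beta-catenin stain intensity; plate controls were DMSO negative control for no effect and GSK-3 inhibitor IX positive control for full effect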
#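 assay system = human HeLa cells, endogenous beta-catenin | times = compound treatment 24 h, 37°C, 5% CO2 | detection = Anti-beta-catenin immunofluorescence on PFA-fixed, Triton-permeabilized cells, DAPI nuclei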
# Dynein cargo inh: dynein cargo transport inhibition. z-score, hits read low. 3617.4 mouse cells, GR-EGFP nuclear translocation imaging; test concentration mostly 20 µM; stimulated with dexamethasone, 1 µM; active compounds read low. AID 1381. actives 0.47% (n = 220,000);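 active = plate z-score of nuclear minus cytoplasmic receptor signal below a set negative limit, without overly bright fluorescence or cell loss, cut at about -3.5 in these data, passing the limit was not always enough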;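 note: z-score of nuclear minus cytoplasmic ring GR-EGFP intensity difference per well; some compounds called inactive have numbers as strong as hits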
#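 Buffer or medium: tet-free medium with charcoal-stripped serum / Also added: dexamethasone agonist, 1.0 µM final, for 30 min / Timing: induction 48 h, compound 1 h, agonist 30 min / Measured by: high-content fluorescence imaging after fixation / Read-out: nuclear-to-cytoplasmic GR-EGFP distribution per well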
# TNAP activators: human TNAP enzyme activators, primary screen, biochemical, luminescent, no phosphate acceptor, uHTS (AID 1001) | actives 0.03% (n = 200,000) | activation fold at 20 µM; hits with a dose series show EC50 in µM | purified TNAP, luminescent activation assay, no phosphate acceptor; higher activation fold means a stronger effect; in the data active = activation fold from about 3, or a potency from the dose series; inactive = the rest, 99 in 100 with activation fold below about 1.6; note: many of its hits are not listed in these tables
# Myeloid diff 2: myeloid differentiation induction | calls only at 10 µM | actives 1% (n = 360,000) | ER-HoxA9 myeloid progenitors, lysozyme-GFP differentiation, flow cytometry;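 active = normalized GFP-positive differentiation at or above the plate's own cutoff, the solvent-only control mean plus 3 SD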;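 note: cells exposed to compound for four days before flow analysis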
# Dynein cargo inh cytoplasmic EGFP: further read-out of Dynein cargo inh, marked with its call; z-score; measured here: cytoplasmic GR-EGFP intensity; active compounds read high
# Dynein cargo inh nuclear GR-EGFP: second read-out of Dynein cargo inh, no call of its own (marks repeat the call); z-score; measured here: nuclear GR-EGFP intensity;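 lower value marks the stronger effect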
# Dynein cargo inh cell count: second read-out of Dynein cargo inh, no call of its own (marks repeat the call); z-score; measured here: cell count per field
# Ins promoter up cell count: also measured in Ins promoter up; calls as there; cell count; measured here: cytotoxicity, nuclei count;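 total cells summed across four imaged fields per well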
# Hep lipid drop cells 6.5 µM: further read-out of Hep lipid drop, marked with its call; cell count; measured here: cell count, cytotoxicity flag;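 cells counted across two imaged fields per well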
# bCat nuc transl cell count 5 µM: recorded beside bCat nuc transl, whose call it bears; cell count; measured here: cell count, cytotoxicity flag
# T cell HTS vesicle-bound %: also measured in T cell HTS; calls as there; double positive events, %; measured here: CD8+ vesicle-bound cell fraction;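 binding gate set so that unloaded-vesicle control wells show 10% double positive cells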
# MT stabilize HCS Hoechst-high %: recorded beside MT stabilize HCS, whose call it bears; % Hoechst-high responders; measured here: nuclear condensation Hoechst responders;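 share of cells brighter than vehicle mean plus two SD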
# MT stabilize HCS cytotoxicity %: second read-out of MT stabilize HCS, no call of its own (marks repeat the call); toxicity, %; measured here: cytotoxicity by cell density;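 0% = mean cell density of plate MIN control wells and 100% = no cells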
# Myeloid diff 2 GFP+ MAC1+ %: second read-out of Myeloid diff 2, no call of its own (marks repeat the call); GFP+ MAC1+ double positive, %; measured here: differentiation confirmed by MAC1 staining
# Active calls of the source: *; i = inactive; x = not tested or not shown.
# Values run as follows: Dynein cargo inh nuclear GR-EGFP	bCat nuc transl	Hep lipid drop cells 6.5 µM	Dynein cargo inh cell count	T cell HTS	bCat nuc transl cell count 5 µM	MT stabilize HCS Hoechst-high %	Ins promoter up	Dynein cargo inh cytoplasmic EGFP	Hep lipid drop	T cell HTS vesicle-bound %	Myeloid diff 2	PMI inhibitors	Ins promoter up cell count	Dynein cargo inh	MT stabilize HCS	TNAP activators	MT stabilize HCS cytotoxicity %	Myeloid diff 2 GFP+ MAC1+ %
C=C(C)c1cccc(C(C)(C)NC(=O)N2CCN(CC)CC2)c1
    -0.61	2.9	713	-0.29	i	974	2.0	-0.13	0.62	-7	19	i	-8%	1281	-0.77	2.1	1	6.1	0.1
CC[n+]1c(/C=C(\C)Nc2ccccc2)sc2ccccc21
    0.2	-1.3	628	-0.25	i	895	1.4	-2.1	-0.17	-2	24	i	5%	697	-0.069	2.0	1.2	7.9	1.9
COc1ccc(CN2C(=O)Cc3c2nc(N)c2c(N)nc(N4CCCCC4)c(C#N)c32)cc1
    0.15	2.6	691	-0.25	i	1167	2.9	-0.28	0.17	-16	60	x	40%	1287	0.36	6.5	1.1	8.4	x
Cc1ccc(C(=O)OCC(=O)Nc2sccc2C(N)=O)cc1NC(=O)c1ccco1
    0.83	5.1	737	0.96	i	1142	1.2	x	-0.26	2	30	i	-10%	x	0.21	1.3	1.1	7.5	1.3
O=C(c1cc(C2CC2)nc2ccccc12)N1N=C(C(F)F)CC1(O)C(F)F (stereo not drawn)
    -0.65	-1.8	733	-0.18	i	951	1.7	-1.3	-0.25	-21	36	i	-1%	796	-0.55	3.1	1.1	2.8	1.1
O=S(=O)(c1ccc(Br)cc1)N1CCN(c2ccc3nnc(-c4ccccc4)n3n2)CC1
    0.55	x	x	0.21	i	x	3.4	-0.85	-0.28	x	33	i	17%	889	0.99	4.6	1.1	7.5	2.8
CC(C1CC1)N(Cc1ccccc1)C(=S)Nc1ccccc1Cl (stereo not drawn)
    0.34	-2.5	693	-0.68	i	1120	2.6	-0.08	-0.3	-7	56	i	4%	1149	0.91	1.3	1.2	12	0.4
COc1ccc(/C=C(/NC(=O)c2cccc([N+](=O)[O-])c2)C(=O)O)cc1OC
    -0.42	x	662	0.8	i	x	1.7	0.28	-0.28	5	47	i	15%	1428	-0.83	1.5	1.1	12	0.2
CCCC(=O)Nc1ccc(C(=O)NNC(=O)c2ccccc2Br)cc1
    -0.17	-0.8	x	1.2	i	1365	1.3	-0.28	-0.15	x	16	i	12%	1595	-1.4	2.2	1.1	1.4	6.5
Cc1ccc(-c2csc(NC(=O)C[n+]3cc(-c4ccccc4)n4c3CCC4)n2)cc1
    0.25	-0.4	663	-0.068	i	1322	x	-0.64	-0.24	-5	49	i	x	979	0.31	x	x	x	0.9
CC(=O)Nc1nnc(CCS(=O)(=O)c2ccc(Cl)cc2)s1
    0.43	-2.0	672	1.4	x	1179	1.0	0.14	-0.32	1	x	i	-7%	1352	0.24	4.9	1.2	17	0.2
O=C(CN1CCN(CCC(=O)Nc2ccccc2F)CC1)Nc1ccc(F)cc1
    0.31	-0.4	734	0.081	i	1034	2.1	-0.02	-0.2	-4	34	i	18%	1275	0.37	6.9	1.1	8.1	0.2
Cc1ccc(/C=C/C(=O)O)cc1S(=O)(=O)N1CCCc2ccccc21
    -0.55	-0.3	677	-0.068	i	1240	x	x	-0.2	1	32	i	x	x	-0.92	x	x	x	0.4
CCN(CC(=O)Nc1ccc([N+](=O)[O-])cc1OC)c1ccccc1
    -0.099	0.9	x	0.69	i	1391	1.8	0.25	-0.19	x	24	i	-3%	1444	-0.81	3.8	0.9	5.6	6.3
COc1cc(OC)cc(C(=O)N2CCN(C(=O)c3ccc(OC)c(OC)c3)CC2)c1
    0.14	1.1	727	0.83	i	1163	1.0	x	-0.3	2	18	i	1%	x	0.073	2.1	1.1	34	1.1
CCN(CC)C(=O)c1ccc2c(c1)nnn2C
    -0.77	2.0	679	1.3	i	911	2.5	-0.05	-0.32	4	58	i	-5%	1230	-0.85	4.1	1.1	8.7	0.6
Cc1nn(-c2cccc(Cl)c2)c2c1C(c1cccnc1)C(C#N)=C(N)O2 (stereo not drawn)
    -0.62	x	x	0.62	i	x	1.6	x	-0.15	x	45	i	-25%	x	-1.1	1.3	1	7.6	1.7
CCOC(=O)c1c(NC(=O)COc2ccccc2)sc2c1CC(C)(C)NC2(C)C
    -0.12	-6.1	704	0.92	i	1143	1.1	x	-0.22	42	27	i	8%	x	-0.41	3.1	1.1	6.3	0.0
Cc1cccc(OCC(=O)NNC(=O)c2cc3ccccc3oc2=O)c1
    0.13	-0.3	737	-0.082	i	1100	1.2	1.1	-0.2	-7	27	i	19%	830	-0.44	1.5	2.5	2.5	0.5
CCCCN(CCCNC(=O)c1c(C)cc(=O)oc1C)c1ccccc1
    0.49	-2.2	677	-0.87	i	1067	2.7	-0.28	-0.3	-16	24	i	11%	1916	1.2	3.5	1	7.1	0.5
S=C(NC1CCCCC1)N1CCN(C2CCCCC2)CC1
    1.8	-0.3	x	-1.5	i	1505	1.7	1.3	-0.032	x	45	i	-8%	1467	2.6	5.3	1	9.1	3.0
Cc1ccc(S(=O)(=O)NCC2CCC(C(=O)NCc3cccnc3)CC2)cc1 (stereo not drawn)
    0.61	-0.2	691	-0.76	i	1058	3.4	0.79	-0.25	-9	25	i	1%	1132	0.85	3.4	1.1	8.4	0.0
O=C(NC1(C(=O)NC2CCCCC2)CCCCC1)c1ccc2c(c1)OCO2
    0.59	-1.1	764	-0.089	i	1172	1.3	0.21	0.0025	14	48	i	-5%	1270	0.087	2.1	1.1	0.9	1.0
CCOC(=O)c1c(C)cc(=O)oc1C
    0.21	0.7	700	0.041	i	1044	1.7	0.26	-0.22	21	40	i	4%	1830	-0.057	2.8	1	8.4	0.5
COC(=O)c1ccc([N+](=O)[O-])cc1N1C(=O)C2C3CCC(C3)C2C1=O (stereo not drawn)
    0.22	-0.7	670	0.47	i	984	1.0	-0.37	-0.24	-13	55	i	8%	1624	-0.53	0.7	1.1	4.1	0.6
O=C(Nc1ccc(Cl)cc1)c1ccncc1
    0.84	0.7	744	-0.024	i	1130	0.8	-0.32	-0.094	10	37	i	15%	1214	1.2	0.7	1.1	5.4	1.6
Cc1ccc2sc(N(CCCN(C)C)C(=O)c3ccc(S(=O)(=O)N(C)C)cc3)nc2c1C
    -0.25	0.0	683	0.78	i	1098	1.4	x	-0.28	-2	41	i	-8%	x	-0.41	1.5	0.9	6.6	0.2
OC(Cn1cccn1)c1ccccc1 (stereo not drawn)
    0.59	-3.7	x	0.42	i	799	1.8	0.97	-0.25	x	37	i	-8%	1641	0.42	4.5	1.1	11	0.3
CNc1nc(NC#N)nc(SC)n1
    0.45	-0.2	727	0.093	i	1313	x	-0.16	-0.2	0	35	i	x	1055	0.68	x	x	x	0.6
COC(=O)CNC(=O)C1CCCN1C(=O)OC(C)(C)C (stereo not drawn)
    0.18	6.4	830	0.00066	i	969	1.0	x	0.24	-7	30	i	-2%	x	-0.32	1.8	1	6.6	1.5
Cc1ccc(N2C(=O)C3C4CC(=O)C(c5ccccc54)C3C2=O)cc1C (stereo not drawn)
    2.4	2.2	606	-1.4	i	1064	1.9	0.36	-0.026	-10	40	i	15%	1451	4.8	4.4	1	0.8	0.7
Cc1ccc(C)n1-c1ccc(-c2nnc3n2CCCCC3)s1
    0.18	5.4	x	-0.22	i	593	4.1	-0.26	-0.21	x	17	i	-5%	1026	0.26	6.3	1.1	0.4	0.5
O=C(NCCNCc1cccs1)c1ccccc1F
    -0.16	-3.8	662	1.2	i	1408	1.3	2.1	-0.31	-9	44	i	3%	1500	-1.1	4.7	1	5.5	0.4
N#C/C(=C\c1c(N2CCCCC2)nc2ccccn2c1=O)C(=O)NC1CCS(=O)(=O)C1 (stereo not drawn)
    -0.4	-0.1	593	0.072	i	915	1.9	0.25	-0.32	3	6	i	12%	1319	-0.28	3.6	1	5.3	1.3
Cc1ccc(-n2ncc3c(N4CCC(C(N)=O)CC4)ncnc32)c(C)c1
    0.69	-4.2	728	-0.53	i	1182	1.9	x	-0.42	2	3	i	-2%	x	2.1	2.7	1.1	8.4	0.3
